# ANO1 activ – mouse TMEM16A channel activation, primary screen; 340,000 compounds, 0.3% hits; HEK293 TMEM16A/YFP-H148Q/I152L, iodide quench fluorescence; active compounds read low; Q8BHY3; B-score at 10 µM;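 active means fluorescence-ratio B-score plate-corrected deviation score at least 3 library SD below zero, with starting fluorescence score within 5 deviations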;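 further: channel opened by trigger with iodide after compound preincubation; score built on the fluorescence ratio of max minus min over baseline; more negative score means more quench and so TMEM16A activation or potentiation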
# KCNK9 block – human KCNK9 channel inhibition. 310,000 compounds, 1.2% hits. B-score at 10 µM. HEK293 KCNK9, FluxOR thallium flux fluorescence; active compounds read low. Q9NPC2. AID 488922;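 active means ratio B-score over 3 SD below the library mean, with starting fluorescence within 5 SD of its mean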;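 further: negative B-score means less thallium flux so channel inhibition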
# KCNK3 inh – human KCNK3 channel inhibition, primary screen. CHO-KCNK3 thallium flux, FluxOR fluorescence; active compounds read low. B-score at 10 µM. 340,000 compounds, 0.84% hits. O14649;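 active means B-score under library mean minus 4 SD, starting fluorescence ratio at most library mean plus 5 SD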;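 further: more negative B-score means stronger inhibition of thallium flux through KCNK3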
# KCNQ1 act – human KCNQ1 channel potentiation or activation | P51787 | CHO-K1 KCNQ1, thallium flux FluxOR fluorescence; active compounds read high | B-score at 10 µM | 310,000 compounds, 0.35% hits | AID 2648;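 active means fluorescence ratio B-score, a plate-corrected score, at least three library SD, with initial intensity B-score within 5 SD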
# Target sequence (P51787 whole entry, looked up): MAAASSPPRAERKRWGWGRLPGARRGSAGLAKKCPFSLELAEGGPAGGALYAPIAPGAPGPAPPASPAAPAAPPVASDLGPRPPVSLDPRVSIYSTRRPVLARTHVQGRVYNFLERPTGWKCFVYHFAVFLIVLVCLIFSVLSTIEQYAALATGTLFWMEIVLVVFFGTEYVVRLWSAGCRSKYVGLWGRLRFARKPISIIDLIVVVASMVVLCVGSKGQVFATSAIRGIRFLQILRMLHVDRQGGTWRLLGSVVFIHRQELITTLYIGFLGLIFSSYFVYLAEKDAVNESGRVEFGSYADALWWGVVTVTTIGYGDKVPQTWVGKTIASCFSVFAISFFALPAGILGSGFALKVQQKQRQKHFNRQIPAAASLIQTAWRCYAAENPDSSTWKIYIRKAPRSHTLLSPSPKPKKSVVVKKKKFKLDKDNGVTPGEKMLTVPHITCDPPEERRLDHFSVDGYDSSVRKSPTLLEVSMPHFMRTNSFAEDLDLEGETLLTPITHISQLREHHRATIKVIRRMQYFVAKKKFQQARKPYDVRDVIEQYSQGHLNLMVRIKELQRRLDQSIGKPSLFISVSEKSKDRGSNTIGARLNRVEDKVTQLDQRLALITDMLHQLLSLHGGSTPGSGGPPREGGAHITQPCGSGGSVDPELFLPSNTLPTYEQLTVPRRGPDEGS
#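 assay system = KCNQ1-transfected CHO-K1 cells | medium = assay buffer with matched DMSO | probe or stimulus = depolarizing K+/Tl+ stimulus, K2SO4 and Tl2SO4 each 12.5 mM in 5x stock | dosing = single dose | incubation = dye 90 min, compound 20 min, room temperature | detection = kinetic FluxOR fluorescence, 10 s baseline plus 110 s post-stimulus | evaluation = ratio B score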
# Dyrk1A ADPGlo – inhibitors of rat Dyrk1A kinase. 310,000 compounds, 0.43% hits. ADP-Glo luminescence, NFATc1 peptide. inhibition, % at 12.5 µM; in the data active means inhibition above about 50%;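 further: plate controls were vehicle with enzyme for no effect and no enzyme for full effect; many of its hits are not listed in these tables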
# HDAC3 inh – inhibitors of human histone deacetylase 3. O15379. recombinant HDAC3, fluorogenic peptide/trypsin coupled, fluorescence. inhibition, % at 8.3 µM. 320,000 compounds, 0.15% hits. AID 2718; in the data active means inhibition above about 26%, passing the limit was not always enough; inconclusive means no clear call, values can overlap the other calls
# Target sequence (O15379 whole entry, looked up): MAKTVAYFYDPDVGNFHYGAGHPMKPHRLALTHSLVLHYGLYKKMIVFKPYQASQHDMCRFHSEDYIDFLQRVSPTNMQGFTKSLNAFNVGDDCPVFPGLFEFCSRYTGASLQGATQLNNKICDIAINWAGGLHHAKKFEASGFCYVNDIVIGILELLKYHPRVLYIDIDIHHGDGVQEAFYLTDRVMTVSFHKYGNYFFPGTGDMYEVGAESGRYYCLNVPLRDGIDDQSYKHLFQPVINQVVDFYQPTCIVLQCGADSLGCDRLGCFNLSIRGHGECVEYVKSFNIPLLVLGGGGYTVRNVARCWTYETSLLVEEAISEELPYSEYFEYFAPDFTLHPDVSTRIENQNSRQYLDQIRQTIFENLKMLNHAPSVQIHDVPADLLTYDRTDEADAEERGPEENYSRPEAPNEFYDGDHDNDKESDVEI
# hERG protect – compounds protecting human hERG from proarrhythmic drug block | Q12809 | activation (rescue from dofetilide block), less the hit threshold, % at 10 µM | AID 1511 | 310,000 compounds, 0.51% hits | CHO-hERG, FluxOR thallium flux, dofetilide IC70 present;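 active means activation above the mean of controls blocked by dofetilide plus 5 SD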;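 further: thallium influx through hERG after potassium depolarization seen as dye fluorescence rise; in these data hits start at about 4.7%; inactives centre near -7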
# KCNQ1 inh – human KCNQ1 channel inhibition; B-score at 10 µM; CHO-K1 KCNQ1, FluxOR thallium flux fluorescence; active compounds read high; AID 2642; P51787; 310,000 compounds, 1.3% hits;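 active means compounds whose thallium flux B-score, printed positive for inhibition, exceeds three library SD while starting fluorescence stays within three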;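 further: channel opened by potassium depolarization with thallium stimulus after 20 min compound exposure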
# TRPC4 agonist – opens the mouse TRPC4 cation channel | AID 2237 | HEK293 TRPC4beta/mu-opioid, Fluo4 calcium fluorescence; active compounds read high | 310,000 compounds, 0.49% hits | B-score at 10 µM;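 active means B-score above 5 SD of library B-scores, and initial fluorescence ratio not above library mean plus 5 SD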;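 further: positive B-score marks a calcium rise read as TRPC4 activation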
#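 Technique: kinetic Fluo4 calcium fluorescence; Test system: TRPC4beta and mu-opioid receptor HEK293 stable cells; Measure: B-scored integrated calcium fluorescence ratio; Benchmarks: low control buffer alone, high control maximal DAMGO; Schedule: 45 min room-temperature Fluo4 loading, 110 s read.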
# TMEM16A inh – mouse TMEM16A channel inhibition, primary screen; 310,000 compounds, 1.2% hits; AID 588511; Q8BHY3; HEK293 TMEM16A/YFP iodide influx fluorescence, ionomycin; normalized B-score (activity score, 25-100; higher = stronger inhibition) at 10 µM;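 active means ratio plate-corrected score three or more library SD toward inhibition, starting fluorescence score within five deviations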;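 further: score derived from kinetic fluorescence span divided by baseline fluorescence per well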
# TRPC4 potent – TRPC4 (mouse) allosteric potentiation; Q9QUQ5; HEK293 TRPC4beta/mu-opioid, DAMGO EC20, Fluo-4 Ca2+ flux; active compounds read high; AID 2227; 310,000 compounds, 0.42% hits; B-score at 10 µM;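 active means B-score of calcium response area above 5 SD of library B-scores, with initial fluorescence ratio within 5 SD of library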;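 further: B-score of integrated fluorescence ratio over time as area under calcium response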
# Active calls of the source: *; i = inactive; u = inconclusive; x = not tested or not shown. The list is partial, so the mix of outcomes need not match the whole.
mol	ANO1 activ	KCNK9 block	KCNK3 inh	KCNQ1 act	Dyrk1A ADPGlo	HDAC3 inh	hERG protect	KCNQ1 inh	TRPC4 agonist	TMEM16A inh	TRPC4 potent
CN1c2ccccc2C(C)(C)C12C=Cc1cc(O)ccc1O2 (stereo not drawn)	i	i	i	i	x	6	-22	9*	i	i	i
CCc1ccc(CN2CCC(n3nccc3NC(=O)C3CCCC3)CC2)cc1	i	i	i	i	-3	1	-14	i	i	i	i
Cc1c(C(C)(C)C)c(C=S)n2ccccc12	i	i	i	i	-4	-5	-20	i	i	i	i
CC(=O)NS(=O)(=O)c1ccc(NC(=O)CCc2ccccc2)cc1	i	i	i	i	-5	-1	-2	i	i	i	i
CCOc1cc(/C=N/Nc2nc3ccccc3[nH]2)cc(Br)c1OCC(=O)N(C)C	i	-11*	i	i	3	1	-3	i	i	i	i
CC1CC(C)CN(S(=O)(=O)N2CCCC(C(=O)NC3CCCCC3C)C2)C1 (stereo not drawn)	i	i	i	i	4	6	-6	i	i	i	i
COc1ccc(NC(=O)C2C(=O)N(CCO)C3(C)CC2c2ccccc2O3)cc1 (stereo not drawn)	i	i	i	i	10	-8	-11	i	i	i	i
Cc1ccc2c(CN(C)Cc3ccccc3)cc(=O)oc2c1C	x	i	-9.3*	i	5	4	-6	i	i	i	i
CCCCC(=O)Nc1nnc(S(=O)(=O)N(CC)c2ccccc2)s1	i	i	i	i	x	-2	-5	i	i	i	i
Cc1ccc(S(=O)(=O)N2CCOC23CCN(C(=O)C(=O)NCc2ccccc2)CC3)cc1	i	i	i	i	1	6	-11	i	i	i	i
Cc1oc2c(C)c3oc(=O)c(CC(=O)N[C@@H](CCCNC(N)=O)C(=O)O)c(C)c3cc2c1C	i	i	i	i	-8	-23	-3	i	i	i	i
Cc1noc(C)c1S(=O)(=O)Nc1ccc(C(=O)N2CCN(c3ccc(F)cc3)CC2)cc1	i	i	i	i	x	x	-2	i	i	i	i
COC(=O)C1=C(C)N(CCc2c[nH]c3ccccc23)C(=O)/C1=C\N(C)C	i	i	i	i	-3	-4	-20	i	i	i	i
CC(C)Cc1ccc(C(=O)NCc2ccc3c(c2)OCO3)o1	i	i	i	i	x	4	-9	i	i	i	i
CCN1CCN(CCCNC(=O)CCC(=O)N2CCOc3ccccc32)CC1	i	i	i	i	13	-4	-5	i	i	i	i
O=S(=O)(Nc1ccc2c(c1)OCCO2)c1ccc(F)c(F)c1	i	i	i	i	-2	5	-6	i	i	i	i
COc1ccc(-c2cc(C(F)(F)F)nc(N3CCN(C)CC3)n2)cc1OC	i	i	i	i	1	2	-5	i	i	i	i
COc1ccc(-c2ccc(SCC(=O)c3ccccc3)nn2)cc1OC	i	-11*	i	i	-5	7	-17	i	i	i	i
CCOC(=O)c1cnc(SCc2cccc(C)c2)nc1N	i	i	i	i	-6	-10	-13	i	i	i	i
CCN(CC)S(=O)(=O)N1CCC(C(=O)NCc2ccco2)CC1	i	i	i	i	-2	-2	-21	i	i	i	i

# Single values from the entries so far:
# COC(=O)C1=C(C)N(CCc2c[nH]c3ccccc23)C(=O)/C1=C\N(C)C @ HDAC3 inh: -4
# CC(=O)NS(=O)(=O)c1ccc(NC(=O)CCc2ccccc2)cc1 @ hERG protect: -2

# In the list so far, these contain an NH in an aromatic ring:
mol	ANO1 activ	KCNK9 block	KCNK3 inh	KCNQ1 act	Dyrk1A ADPGlo	HDAC3 inh	hERG protect	KCNQ1 inh	TRPC4 agonist	TMEM16A inh	TRPC4 potent
CCOc1cc(/C=N/Nc2nc3ccccc3[nH]2)cc(Br)c1OCC(=O)N(C)C	i	-11*	i	i	3	1	-3	i	i	i	i
COC(=O)C1=C(C)N(CCc2c[nH]c3ccccc23)C(=O)/C1=C\N(C)C	i	i	i	i	-3	-4	-20	i	i	i	i

# New compounds follow.
mol	ANO1 activ	KCNK9 block	KCNK3 inh	KCNQ1 act	Dyrk1A ADPGlo	HDAC3 inh	hERG protect	KCNQ1 inh	TRPC4 agonist	TMEM16A inh	TRPC4 potent
O=C(O)C1CSC(c2ccncc2)N1 (stereo not drawn)	i	i	i	i	13	-3	-11	i	i	i	i
O=C1c2ccccc2C(=O)c2c1ccc(C(=O)N1CCCCC1)c2NCCO	i	i	i	i	-2	-1	-5	i	i	i	i
Cc1cc(C)cc(OCCNC(=O)C(C)N2C(=O)c3ccccc3C2=O)c1 (stereo not drawn)	i	i	i	i	-2	-7	-1	i	i	i	i
Cc1nn(C)c(C)c1S(=O)(=O)N(CC(=O)NCc1ccco1)c1ccc(C(C)C)cc1	x	i	x	i	x	-10	-6	i	i	i	i
CCOC(=O)C1CCCN(C(=O)Cn2nc(C)n3c(cc4c(OC)cccc43)c2=O)C1 (stereo not drawn)	i	i	i	i	-1	-81	-9	i	i	i	i
COc1ccc(-c2[nH]ncc2CN2CCCC2c2nonc2C)c(F)c1 (stereo not drawn)	i	i	i	i	3	-11	-6	i	i	i	i
COc1ccc(/C=N\NC(=O)c2ccc([N+](=O)[O-])cc2)cc1COc1c(F)c(F)cc(F)c1F	i	i	i	i	9	1	-11	i	i	i	i
Cc1noc(C)c1C(=O)NCc1ccccc1Br	i	i	i	i	x	-10	-11	i	i	i	i
N=c1n(CCN2CCCCC2)c2ccccc2n1CC(O)c1cccc(Br)c1 (stereo not drawn)	i	i	i	i	10	3	-10	i	i	i	i
CCCNC(=O)c1ccc2c(=O)c(O)c(C)[nH]c2c1	i	i	i	i	12	0	-12	i	i	i	i
CC(=O)Nc1ccc(C(=O)N/N=C/c2ccc(F)cc2)cc1	i	i	i	i	0	3	-4	i	i	i	i
O=C(Cc1ccc([N+](=O)[O-])cc1)Nc1ccc(Br)cn1	i	i	i	i	2	0	-2	i	i	i	i
COC(=O)C1CCN(C(=O)COC(=O)C2CCN(S(=O)(=O)c3c(Cl)cccc3Cl)CC2)CC1	i	i	i	i	-5	8	-13	i	i	i	i
CCN1CCN(c2nc3sc4c(c3c3ncnn23)CC(C)CC4)CC1 (stereo not drawn)	i	i	i	i	8	13	-9	i	i	i	i
COc1cc(/C=C2\C(=O)NN(c3ccccc3)C2=O)ccc1OCC(N)=O	x	i	x	i	x	6	-2	i	i	i	i
Cc1cc2cc(OCc3ccccc3)ccc2n1C	i	i	i	i	-5	-2	-1	i	i	i	i
O=C(NCCc1ccccc1)C1COc2ccccc2O1 (stereo not drawn)	i	i	i	i	-3	-2	-10	i	i	i	i
c1ccc(-c2nc3ccccc3c3nncn23)cc1	i	i	i	i	-6	4	-1	i	i	i	i
O=C(Nc1ccc2nc3n(c(=O)c2c1)CCCCC3)C(=O)N1CCN(c2ccccc2)CC1	i	i	i	i	2	u	-8	i	i	i	i
COc1ccc(N/C=C(\C2OC(=O)c3ccccc32)[N+](=O)[O-])cc1 (stereo not drawn)	i	i	i	i	3	3	-3	i	i	i	i
NC(=O)C[n+]1cccc(C(=O)Nc2ccccc2)c1	i	i	i	i	x	7	-8	i	i	i	i
COCC(=O)OCn1nnc2ccccc2c1=O	i	i	i	i	10	u	-7	i	i	i	i
CCOc1ccc2nc(SCC(=O)NCc3ccco3)sc2c1	i	i	i	i	4	-7	-6	i	i	i	i
O=c1c2ccccc2nc(COc2ccccc2)n1/N=C/c1c[nH]c2ccccc12	i	i	i	i	-4	x	-6	i	i	i	i
CCOc1cccc(C2C(C#N)=C(N)Oc3cc(C)n(Cc4ccccn4)c(=O)c32)c1OCC (stereo not drawn)	i	i	i	i	2	0	-8	i	i	i	i
Cc1cc(C(=O)OCC(=O)Nc2ccccc2F)c(C)o1	i	i	i	i	-1	4	-10	i	i	i	i
Cc1cccc(OCC(=O)Nc2nnc(-c3ccco3)s2)c1	i	i	i	i	-6	-3	-4	i	i	i	i
COc1cc(/C=N/NC(=O)CC2(C)OCCCO2)ccc1OCc1ccc(Cl)cc1Cl	i	i	i	i	x	8	-13	i	i	i	i
COc1ccccc1C(=O)NNC(=O)c1ccc(NS(=O)(=O)c2cccs2)cc1	i	i	i	i	-5	-2	-6	i	i	i	i
Cc1c(Cc2ccccc2)c(=O)oc2cc(OCC(=O)NCC(O)c3ccccc3)ccc12 (stereo not drawn)	i	i	i	i	-3	3	-7	i	i	i	i
Cc1cc(C(=O)OCC(=O)NC(=O)NC(C)(C)C)c(C)o1	i	i	i	i	11	-6	-3	i	i	i	i
CON(C)S(=O)(=O)c1ccc2c(c1)N(Cc1ccc(C)cc1)C(=O)C1CCCN21 (stereo not drawn)	i	i	i	i	0	-3	-7	i	i	i	i
CCC(C)(C)n1nnnc1C(CC(C)C)N1CCC(C(N)=O)CC1 (stereo not drawn)	i	i	i	i	1	-2	-7	i	i	i	i
CSC1=NSC2=NC(=O)/C(=C\c3ccc(OC(=O)c4ccco4)cc3)C(=N)N12	i	i	i	i	1	0	-12	i	i	i	i
CCN1CCN(C(=O)c2ccc(C(F)(F)F)cc2)CC1	i	i	i	i	-26	-3	-11	i	i	i	i
COc1ccc(OCC(=O)OCCN2C(=O)c3ccccc3C2=O)cc1	i	i	i	i	3	-7	-6	i	i	i	i
CC(C)(C)NC(=O)CSC(=Nc1cccc(F)c1)NC#N	i	i	i	i	0	1	-6	i	i	i	i
CCc1ccccc1N1CC23C=CC(O2)C(C(=O)O)C3C1=O (stereo not drawn)	i	i	i	i	x	-2	-5	i	i	i	i
CCOCCCNc1c2c(nc3cc(-c4ccc(F)cc4)nn13)CCC2	i	i	i	i	x	-7	-5	i	i	i	i
O=C(NCC1CCCO1)C1CCN(S(=O)(=O)c2cccnc2)CC1 (stereo not drawn)	i	i	i	i	6	-4	-10	i	i	i	i
O=C(NCC1CCCO1)C(=O)N/N=C/c1ccc(O)c(Cl)c1 (stereo not drawn)	i	i	i	i	9	5	-6	i	i	i	i
O=C(CSC1=N/C(=C/c2ccc(Cl)c(Cl)c2)C(=O)N1c1ccccc1F)NC1CC1	i	i	i	i	-4	-7	-3	i	i	i	i
Cc1cc(C)n2cc(COc3ccc4ccccc4c3)nc2n1	i	i	i	i	-7	-4	-5	i	i	i	i
